Screens as filed in PubChem.
JMJD2E inh – qHTS Assay for Inhibitors of Human Jumonji Domain Containing 2E (JMJD2E); Lysine-specific demethylase 4E (Homo sapiens), B2RXH2; JMJD2E catalytic domain, FDH-coupled NADH fluorescence (FDH is formaldehyde dehydrogenase); Potency, µM (top dose mostly 57.1 µM), without a hit: at the top dose activity change, negative = inhibition, most hits filed as inhibitors; hit rate 1.6% among 230,000; AID 2147, 2009; active means well fitted inhibition curve with a large enough effect, not every such curve was filed as active; inconclusive means small, poorly fitted or top-dose-only effect, or another doubt; inactive means no such curve, though single readings can be large or run the other way;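 further: 0% = wells with enzyme and -100% = buffer wells without enzyme; nearly all actives have a fitted effect of over 50% in size; many of its hits are not listed in these tables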
Target sequence (B2RXH2 1-337 limits assumed): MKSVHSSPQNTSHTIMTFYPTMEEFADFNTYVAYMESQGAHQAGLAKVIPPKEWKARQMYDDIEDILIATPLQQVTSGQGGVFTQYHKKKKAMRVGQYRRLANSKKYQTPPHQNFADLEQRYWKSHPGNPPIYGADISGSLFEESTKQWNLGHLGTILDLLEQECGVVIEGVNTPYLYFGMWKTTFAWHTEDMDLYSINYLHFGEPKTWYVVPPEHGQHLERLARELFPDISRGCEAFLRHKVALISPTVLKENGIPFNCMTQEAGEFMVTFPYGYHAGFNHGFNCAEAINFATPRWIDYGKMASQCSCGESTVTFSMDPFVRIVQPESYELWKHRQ
ALDH1A1 block – qHTS Assay for Inhibitors of Aldehyde Dehydrogenase 1 (ALDH1A1); Aldehyde dehydrogenase 1A1 (Homo sapiens), P00352; Purified ALDH1A1, NADH fluorescence, propionaldehyde substrate; Potency, µM (series often up to 75.3 µM), without a hit: top-dose activity, negative = inhibition, most hits filed as inhibitors; hit rate 7.3% among 220,000; active means well fitted inhibition curve with a large enough effect, not every such curve was filed as active; inconclusive means small, poorly fitted or top-dose-only effect, or another doubt; inactive means no such curve, though single readings can be large or run the other way;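 further: plate controls were no enzyme wells and a reference inhibitor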
Target sequence (P00352 whole entry, looked up): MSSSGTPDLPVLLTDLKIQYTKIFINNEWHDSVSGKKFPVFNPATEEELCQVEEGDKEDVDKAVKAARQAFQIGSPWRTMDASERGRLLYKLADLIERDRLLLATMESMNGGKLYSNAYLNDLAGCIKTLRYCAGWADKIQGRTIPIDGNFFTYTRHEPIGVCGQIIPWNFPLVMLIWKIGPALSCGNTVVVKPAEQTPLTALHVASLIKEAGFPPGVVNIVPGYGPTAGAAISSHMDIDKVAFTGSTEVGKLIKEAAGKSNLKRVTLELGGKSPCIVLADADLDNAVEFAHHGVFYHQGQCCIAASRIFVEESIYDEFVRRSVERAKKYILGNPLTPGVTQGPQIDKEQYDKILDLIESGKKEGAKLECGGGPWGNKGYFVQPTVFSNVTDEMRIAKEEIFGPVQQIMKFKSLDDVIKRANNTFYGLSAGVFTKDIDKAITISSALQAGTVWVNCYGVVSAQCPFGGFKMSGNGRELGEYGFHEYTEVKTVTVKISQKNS
HTT aggregate – qHTS Multiplex Assay to Identify Dual Action Probes in a Cell Model of Huntington: Aggregate Formation (GFP); PC12 HttQ103-GFP aggregates, Acumen cytometry, 40 h; Potency, µM (titrated, usually from 46.1 µM), for the others: at the highest dose activity change, negative = inhibition, usual class: inhibitors; hit rate 1.1% among 220,000; further: on the % scale 0 is the no-effect control and ±100 the full control effect; nearly all actives have a fitted effect of over 60% in size
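Inducible Q103 Huntingtin exon 1–GFP PC12 line, 1500 cells/well in phenol red free DMEM with 5% equine and 5% calf serum. Tebufenozide 100 nM induced expression; compounds titrated; aggregates quantified by cytometry.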
SMN2 splice up – qHTS Assay for Enhancers of SMN2 Splice Variant Expression; HEK293 SMN2-luciferase splicing reporter, luminescence, 30-36 h; Potency, µM (highest dose often 46.1 µM), inactives show at the highest dose activity change, positive = activation, hits mostly activators; hit rate 2.8% among 210,000; AID 1458, 2008; further: % of control where 0% means no effect; nearly all actives have a fitted effect of over 55% in size
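HEK293 cells carry an SMN2 minigene-luciferase reporter in which exon 7 inclusion puts luciferase in frame. Cells were seeded at 2000 cells/well, attached for 10-12 hours, then exposed to compounds for 30-36 hours at 37C before ONE-Glo luminescence.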
Tau fibril FP – qHTS for Inhibitors of Tau Fibril Formation, Fluorescence Polarization. Potency, µM (series often up to 57.7 µM), for inactives: at the highest dose activity, negative = inhibition, usual class: inhibitors. hit rate 0.39% among 280,000. Microtubule-associated protein tau (Homo sapiens), P10636. AID 1468, 2008. K18 P301L tau heparin fibrillization, Alexa594 FP, 6 h; further: on the % scale 0 is the no-effect control and ±100 the full control effect; nearly all actives have a fitted effect of over 55% in size
Target sequence (P10636 561-689 P618L limits assumed): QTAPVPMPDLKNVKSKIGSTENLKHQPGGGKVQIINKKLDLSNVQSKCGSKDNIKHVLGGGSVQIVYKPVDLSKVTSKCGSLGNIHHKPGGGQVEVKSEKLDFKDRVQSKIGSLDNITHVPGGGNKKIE
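Quantitative HTS format: compounds meet 15 uM recombinant K18 P301L tau and Alexa 594-tau tracer in 100 mM sodium acetate pH 7; 20 uM heparin triggers fibrillization at 37 C over 6 hr; FP gives the signal.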
HTT cytoprotect – qHTS Multiplex Assay to Identify Dual Action Probes in a Cell Model of Huntington: Cytoprotection (ATP); Potency, µM (series often up to 56.4 µM), for the others: cytoprotection (ATP increase), hits mostly activators; PC12 HTT-Q103 induced, cytoprotection, ATP luminescence, 40 h; hit rate 0.14% among 230,000;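 further: % of control where 0% means no effect; nearly all actives have a fitted effect of over 45% in size; toxic huntingtin expression switched on by the ecdysone agonist tebufenozide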
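Compounds added alongside 100 nM tebufenozide, which induces toxic Q103 huntingtin exon 1-GFP in stable PC12 cells; surviving cells quantified by luminescent ATP measurement. Medium: phenol red-free DMEM, 5% equine and 5% calf serum.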
Tau ThT inhib – qHTS for Inhibitors of Tau Fibril Formation, Thioflavin T Binding; Potency, µM (highest dose often 57.4 µM), inactives show top-dose activity, negative = inhibition, actives largely listed as inhibitors; Microtubule-associated protein tau (Homo sapiens), P10636; recombinant tau K18 P301L, heparin-induced fibrillization, ThT fluorescence; AID 1460, 2008; hit rate 2.1% among 270,000; further: on the % scale 0 is the no-effect control and ±100 the full control effect; nearly all actives have a fitted effect of over 55% in size
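Heparin-induced (20 uM) aggregation of recombinant human K18 P301L tau, 15 uM unlabeled with 0.24 uM labeled, pH 7 acetate buffer, 6 hr at 37 C with compound. Fibrils quantified by 30 uM ThT fluorescence after 1 hr ambient incubation.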
Tau fluor counter – Counterscreen qHTS for Inhibitors of Tau Fibril Formation, Fluorescence Polarization; tau K18 P301L (four-repeat tau fragment) Alexa594 fluorescence, heparin fibrillization; Potency, µM (doses to about 57.7 µM), inactives show at the highest dose activity change, negative = decrease; hit rate 0.93% among 280,000; AID 1463, 2008; further: on the % scale 0 is the no-effect control and ±100 the full control effect; nearly all actives have a fitted effect of over 55% in size
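Human K18 P301L tau (15 uM unlabeled plus 0.24 uM Alexa 594-labeled, final) in 100 mM sodium acetate pH 7 was mixed with compound and 20 uM heparin and incubated 6 hr at 37 C.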
* marks the source's active call; other numbers are inactive results; ? = inconclusive; nt = not tested or not shown; & = joins results of further samples; [ ] = dose if it differs, or a comment. Unless noted, the call rests on the fitted dose curve; in most records, active means well fitted curve in the direction sought with a large enough effect; inconclusive means small, poorly fitted or top-dose-only effect, or another doubt; inactive means no such curve, though single readings can be large; an effect the other way counts as inactive or inconclusive. Potency means the concentration at half of the fitted maximal effect. These rows are one share of the data; rates above refer to the full screens.

Compound,Tau fibril FP,JMJD2E inh,ALDH1A1 block,Tau fluor counter,Tau ThT inhib,SMN2 splice up,HTT cytoprotect,HTT aggregate
CCCCc1nc2ccccc2c(=O)n1NC(=O)c1c(O)c2cccc3c2n(c1=O)CCC3,-6%,6%,9%,-1%,-6%,-23%,-8%[10 µM],-7%
CCOP(=O)(OCC)/C(=N/OC(=O)c1ccc(OC)cc1)C(N)=O,0%,0%,nt,-13%,?,nt,0%[10 µM],-9%[9.22 µM]
COc1cc(/C=N/NC(=O)c2nc3ccccn3c2C)cc(OC)c1O,9%,6%,?,5%,7%,19%,13%[10 µM],10%
CSCCC(NC(=O)c1cccc(C)c1)C(=O)O (stereo unspecified),8%,-4%,-5%,9%,9%,15%,-35%[inhibitor],4%
Cc1cccc2c1N(CCOc1ccccc1Cl)C(=O)C2=O,16%,-4%,1%,7%,11%,-10%,-57%[inhibitor][10 µM],-7%
Cc1ccc(C)c(NC(=O)CN(C)C(=O)COc2ncnc3sccc23)c1,7%,3%,11%,2%,-3%,2%,nt,14%
COc1ccc2cc(S(=O)(=O)n3cnc(C)c3)ccc2c1,-1%,?,1%,7%,7%,-11%,nt,nt
COc1ccc(CCNC(=O)c2ccc(Cn3c(SCc4ccccc4)nc4cccnc43)cc2)cc1,-12%,nt,nt,-14%,-1%,-6%,nt,nt
COC(=O)c1nn(-c2ccccc2)c(Cl)c1/C=N/O,-2%,8%,5%,4%,1%,-3%,-43%,-1%[9.22 µM]
Cc1ccc(-c2nnc(CCC(=O)NCC3C4CC5CC(C4)CC3C5)o2)s1 (stereo unspecified),4%,-3%,1%,-8%,-6%,nt,9%[10 µM],25%[9.22 µM]
O=C(Cn1cnc2cc([N+](=O)[O-])ccc2c1=O)NCCc1ccc(F)cc1,7%,-11%,32µM*,-13%,?,-16%,-10%,-25%
COC(=O)c1cccnc1NC(=S)NC1CCCCC1,-5%,12%,?,-17%,-12%,nt,-20%,4%
NCCc1ccc(O)c(O)c1,?,13µM*,4%&26%&1%&1%,-28%&-21%&-15%&-9%&-15%,?,-4%&-2%&-8%&-10%&-26%,-65%[inhibitor],-6%&19%
CCCc1n(CC(O)COCC2CC=CCC2)c2ccccc2[n+]1C (stereo unspecified),0%,-20%,3%,-5%,-9%,-6%,3%[10 µM],-8%[9.22 µM]
Cc1ccc(S(=O)(=O)Nc2c3ccccc3nc(=O)n2-c2ccccc2)cc1,-7%,0%,?,1%,-5%,1%,-7%,4%
O=C(NCC(c1cccnc1)N1CCOCC1)c1ccc2c(c1)OCO2 (stereo unspecified),-7%,-3%,-3%,-5%,-7%,9%,-24%[10 µM],-4%
Cc1ccccc1Nc1nc(N)nc(CSc2nnc(-c3ccccc3)n2C)n1,-3%,?,-6%,-23%,-13%,nt,-37%,-13%
COc1cc(C(=O)NCC(=O)OC(C)C(=O)Nc2ncc(Cl)cc2Cl)cc(OC)c1OC (stereo unspecified),-2%,-6%,4%,1%,-4%,-2%,-12%,-1%
CNC(=O)COC(=O)c1ccc([N+](=O)[O-])cc1Cl,3%,-9%,4%,0%,-1%,13%,-7%[10 µM],8%
CC(=O)Nc1cc(C(=O)OC(C(=O)c2ccccc2)c2ccccc2)ccc1C (stereo unspecified),2%,-6%,?,-1%,-7%,0%,1%[10 µM],4%
Cc1ccc(N(CC(=O)N/N=C/c2ccc(OC3CSC3)cc2)S(=O)(=O)c2ccccc2)c(C)c1,?,-4%,16%,?,?,24%,19%[10 µM],14%
CCN1CCN(CCNC(=O)c2ccc(/C=C3/Sc4ccccc4N(Cc4ccccc4C)C3=O)cc2)CC1,-15%,?,?,2%,?,-18%,-170%[inhibitor],?
CCOC(=O)N1CCN(C(=O)c2c(O)c3cccc4c3n(c2=O)CC4)CC1,2%,2%,8%,0%,0%,13%,9%,4%
CNC(=O)CSc1nnc(-c2ccncc2)n1Cc1ccccc1,-1%,1%,2%,-1%,-1%,16%,-3%[10 µM],-8%
CCOc1ccc2nc(SCC3CC3(Cl)Cl)[nH]c2c1 (stereo unspecified),7%,-2%,nt,-30%,?,nt,-11%[10 µM],-10%[9.22 µM]
CC(=O)N1CCc2cc3nc(C)cc(C)c3cc21,-10%,?,?,-7%,-14%,-7%,-11%,0%
Cc1ccc(S(=O)(=O)NCC(=O)N2CCCC2)cc1,-9%,10%,3%,-7%,-1%,-10%,28%,-17%
Cc1cc(F)c(Nc2ncnc3cc(OCc4ccccc4)ccc23)cc1O,-15%,nt,-12%,?,?,nt,-83%[inhibitor],nt
O=C(Cc1ccccc1)Nc1cccc(C(=O)O)c1O,2%,?,?,3%,2%,?,3%,-25%
O=C(NCc1ccccc1)Nc1cccn(Cc2cccc(F)c2)c1=O,6%,?,?,-7%,4%,-27%,4%[10 µM],0%
O=C(NC(=S)NCc1ccccc1)c1ccccc1[N+](=O)[O-],8%,-7%,-10%,-6%,0%,-9%,16%[10 µM],13%[9.22 µM]
Cc1ccc(/C=N/OC(=O)c2c(C)noc2-c2snnc2C)cc1,-5%,5%,15%,-3%,-5%,nt,11%[10 µM],-7%[9.22 µM]
C=C(C)c1cccc(C(C)(C)NC(=O)N(C)C2CCN(C)CC2)c1,?,6%,3%,-15%,-13%,nt,19%[10 µM],22%[9.22 µM]
Cc1nc2cc(C(=O)OCC(=O)NC(C)C(C)C)ccc2n1-c1ccccc1 (stereo unspecified),0%,-5%,?,2%,4%,-2%,34%[10 µM],-22%
Cc1cc(F)c(F)c(C(=O)N2CCCCC2C)c1Cl (stereo unspecified),-17%,-5%,6%,-12%,0%,-13%,-34%[inhibitor],-10%
O=C(COc1ccc(Cl)cc1)NCC(=O)N/N=C/c1cccs1,-6%,-3%,?,-3%,-8%,?,-43%[inhibitor],9%
CCOC(=O)N1CCN(C(=O)C(CC)c2ccccc2)CC1 (stereo unspecified),5%,4%,1%,4%,2%,-8%,-8%[10 µM],-9%
Cc1nc(NC(=O)c2ccccc2)sc1-c1csc(NCc2ccccc2)n1,?,-21%,?,13µM*[quencher],?,1%,-34%,-28%
COc1ccccc1[C@@H]1C(c2cccc(C)c2)=NN(c2ccccc2)[C@H]1C(=O)N1CCOC1=O,?,-6%,1%,?,-1%&-2%,-25%,25%,-17%
Cc1cc(C)c(C(=O)N2CCCC(C(=O)c3cc(F)ccc3F)C2)o1 (stereo unspecified),-11%,-19%,?,-11%,-11%,nt,20%[10 µM],5%[9.22 µM]
CCOC(=O)c1sc(NC(=O)c2ccco2)nc1C,8%,?,17%,3%,-3%,8%,-28%,-5%
CC1CCc2c(nc3ncnn3c2Nc2ccc(OC(F)(F)F)cc2)C1 (stereo unspecified),7%,-1%,4%,-7%,-12%,-39%[inhibitor],16%[10 µM],?
COc1ccccc1CN1CCN(Cc2nc(Cc3ccccc3)no2)CC1,1%,-8%,-2%,-4%,-8%,-11%,7%[10 µM],4%[9.22 µM]
O=C(Nc1ccc(Cl)cc1F)c1ccccc1Br,3%,5%,4%,-13%,-12%,11µM*,24%[10 µM],3%
CCn1c(=O)c(C(=O)CN2CCc3ccccc32)c(N)n(Cc2ccccc2)c1=O,?,-11%,?,?,?,-19%,11%[10 µM],-5%
CSc1ccc(Nc2nn(-c3ccc(OC(F)(F)F)cc3)nc2C(C)=O)cc1,-12%,nt,nt,-6%,-8%,-9%,nt,nt
CCN(CC)c1ccc(C(=S)NCc2ccccc2)cc1,12%,-27%,10µM*,?,?,17%,-35%,?
CN(C)c1ccc(/C=C(\C#N)c2ccccn2)cc1,0%,-5%,9.5µM*,1%,4%,nt,-86%[inhibitor][10 µM],5%
CCC(CC)C(=O)N1CCN(Cc2nc3ccccc3c(=O)[nH]2)CC1,2%[2.34 µM],-4%,-7%,-7%[2.34 µM],2%,nt,-4%[10 µM],-14%[9.22 µM]
Cc1ccc(S(=O)(=O)Nc2nc(C)cc(NN)n2)cc1,4%,3%,nt,-4%,nt,nt,-14%[10 µM],-19%[9.22 µM]
COc1cccc(Nc2nc3ccc(OC)cc3s2)c1,7%,2%,19%,13µM*[quencher],13µM*,20µM*,-62%[inhibitor],?
Cc1nc([N+](=O)[O-])cn1C(C)C,0%,8%,nt,16%,12%,nt,-6%[10 µM],-25%[9.22 µM]
O=C(CSc1nc(-c2ccccc2)cc(C(F)(F)F)n1)NCc1cccs1,1%,0%,14%,-1%,13%,-43%[inhibitor],2%[10 µM],7%
Cc1ccc2sc(-c3ccc(NC(=O)c4cc(-n5cnnc5)ccc4Cl)cc3)nc2c1,-14%,?,?,-27%,-17%,13µM*,-2%[10 µM],-20%
Cc1ccc(C(=O)NCCCc2ccccc2)s1,6%,-4%,-3%,8%,5%,13µM*,-32%[10 µM],14%
Cc1cc(C)nc(NCC(O)CNc2ccccc2Cl)n1 (stereo unspecified),9%,-1%,0%,11%,20%,-40%[inhibitor],-19%[10 µM],0%
O=C(COC(=O)c1ccc2c(c1)C(=O)N(c1cccc3ncccc13)C2=O)c1ccc(Cl)cc1,-1%,2%,4%,-13%,?,0%,25%[10 µM],-17%
C=CCn1c(=N)n(CC(=O)OCC)c2ccccc21,3%,8%,0%,-1%,4%,-3%,-15%,21%
COc1cccc(NC2CC(=O)N(CCc3ccccc3)C2=O)c1 (stereo unspecified),4%,9%,?,-17%,-17%,22%,-10%,-11%
